Screening data deposited in PubChem by several laboratories.
Yfh1-off respiration = enhancers of respiration in Yfh1-depleted yeast, dose response, Friedreich's ataxia, plus single-dose screen (AID 1465); fold induction at 50 µM; hits with a dose series show EC50 in µM; 220,000 tested, 0.074% active; S. cerevisiae Yfh1-off respiration, WST-1 reduction, 72 h; higher fold induction means a stronger effect;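 active means fold induction of absorbance versus untreated yeast above a set limit, then at least 30% activation at any dose in follow-up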;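 further: activators that raise dye reduction in frataxin-depleted yeast; strong numbers were not always called active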
GPR55 LPI antagonism = GPR55 antagonists blocking LPI-driven arrestin recruitment, primary screen, imaging, U2OS, beta-arrestin-GFP, LPI agonist (AID 2013); U2OS GPR55 beta-arrestin-GFP translocation imaging, LPI antagonism; higher % means a stronger effect; one-dose inhibition, % at 10 µM; IC50 in µM for titrated hits; 290,000 tested, 0.13% active;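 active means spots per cell inhibited over 60%, with over 100 cells counted and total cytoplasm intensity under 500,000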;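 further: U2OS cells stably carrying GPR55 and arrestin-GFP stimulated by 5 µM LPI near EC80; imaged beta-arrestin-GFP aggregate spots per cell after agonist stimulation; plate controls were LPI-stimulated DMSO wells for no effect and DMSO wells without LPI for full effect; some results filed as inactive read as strong as hits; confirmed hits need IC50 under 10 µM and bright autofluorescent wells are also inconclusive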
Rac1 GTP hydrolysis = MgcRacGAP GTPase-activating activity inhibitors, confirmation, biochemical, ADP Hunter fluorescence; MgcRacGAP-stimulated Rac1 GTP hydrolysis, ADP Hunter fluorescence; higher % means a stronger effect; GST-tagged Rac1 F28L mutant substrate; one-dose inhibition, % at 30 µM; IC50 in µM for titrated hits; 340,000 tested, 0.6% active;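 active means first-screen hits whose inhibition reached a set limit at any dose in the follow-up dose series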;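 further: fluorescence reports GDP produced by GAP-driven GTP hydrolysis; strong numbers were not always called active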
GPR35 arrestin U2OS = inhibition of zaprinast-stimulated GPR35 beta-arrestin translocation – imaging, U2OS, beta-arrestin-GFP, zaprinast agonist, primary screen (AID 2058); U2OS GPR35 beta-arrestin-GFP translocation imaging, zaprinast antagonism; higher % means a stronger effect; one-dose inhibition, % at 10 µM; IC50 in µM for titrated hits; 290,000 tested, 0.052% active;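 active means inhibition of at least 50% with at least 30 cells and total cytoplasm GFP at most 10,000,000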
AID2073 = inhibitors of Mint1-CaV2.2 protein interaction, biochemical, HTRF (AID 2073) | inhibition, % at 20 µM; hits with a dose series show IC50 in µM | 290,000 tested, 0.19% active | HTRF protein-protein interaction, Mint1-CaV2.2; higher % means a stronger effect; in the data active means inhibition mostly above about 51%, no sharp cut-off; further: some results filed as inactive read as strong as hits
NTR1 agonist = agonists of NTR1, primary screen, imaging, U2OS cells, beta-arrestin-GFP, high content (AID 493036); activation, % at 20 µM; P30989; NTR1-U2OS beta-arrestin-GFP spot imaging, agonist mode; 330,000 tested, 0.17% active;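 active means activation at or above 40% of the spot to cytoplasm intensity ratio, with at least 20 cells analyzed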;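 further: 0% = DMSO without peptide and 100% = 100 nM NTR1 peptide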
Target sequence (P30989 whole entry, looked up): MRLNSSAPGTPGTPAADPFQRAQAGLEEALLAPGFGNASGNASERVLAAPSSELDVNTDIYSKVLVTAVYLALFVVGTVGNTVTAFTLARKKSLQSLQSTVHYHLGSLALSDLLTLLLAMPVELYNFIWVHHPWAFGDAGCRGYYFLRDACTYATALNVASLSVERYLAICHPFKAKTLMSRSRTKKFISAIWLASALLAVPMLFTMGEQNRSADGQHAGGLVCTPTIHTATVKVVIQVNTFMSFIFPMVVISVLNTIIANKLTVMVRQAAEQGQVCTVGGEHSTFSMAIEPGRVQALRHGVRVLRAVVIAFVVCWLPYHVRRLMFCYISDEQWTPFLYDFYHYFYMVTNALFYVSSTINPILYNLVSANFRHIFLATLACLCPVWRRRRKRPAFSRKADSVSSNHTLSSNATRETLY
NS5 inhibitors = Dengue-2 NS5 methyltransferase inhibitors, primary screen, biochemical, confirmation dose response (AID 588689); inhibition, % at 25 µM; hits with a dose series show IC50 in µM; Dengue-2 NS5 methyltransferase capping enzyme assay, biochemical; higher % means a stronger effect; 340,000 tested, 0.3% active; in the data active means a potency from the dose series
SV40 large T antigen = TAg ATPase/helicase activity blockers – biochemical (AID 1903). 310,000 tested, 0.39% active. one-dose inhibition, % at 20 µM; IC50 in µM for titrated hits. SV40 large T antigen ATPase/helicase inhibition assay; higher % means a stronger effect; in the data active means a potency from the dose series; further: strong numbers were not always called active
GPR55 activation = selective activators of receptor GPR55 – imaging, U2OS cells, beta-arrestin-GFP redistribution, primary screen (AID 1961); U2OS GPR55 beta-arrestin-GFP redistribution imaging; higher % means a stronger effect; one-dose activation, % at 10 µM; EC50 in µM for titrated hits; 290,000 tested, 0.048% active;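 active means activation above 40% with more than 50 cells counted in the well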;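 further: U2OS osteosarcoma cells stably expressing GPR55 and beta-arrestin-GFP; plate controls were DMSO negative control for no effect and LPI positive control for full effect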
NTR1 agonist cell count 20 µM = also measured in NTR1 agonist; calls as there; cell count; measured here: cell count, cytotoxicity flag
Active calls of the source: *; i = inactive; / = not tested or not shown.

SMILES	Yfh1-off respiration	GPR55 LPI antagonism	Rac1 GTP hydrolysis	GPR35 arrestin U2OS	AID2073	NTR1 agonist	NTR1 agonist cell count 20 µM	NS5 inhibitors	SV40 large T antigen	GPR55 activation
O=C(NCCc1ccccc1)c1ccccc1NC(=O)C1CC=CCC1C(=O)O (stereo unspecified)	i	-2%	-2%	7%	4%	2.0	46	0%	1%	-0.2%
Cc1ccc(C(=O)OC(C)CN2CCOCC2)cc1 (stereo unspecified)	i	11%	9%	10%	10%	0.3	58	-9%	16%	-0.3%
CCOC(=O)C1=C(Nc2ccccc2)CC(C)(O)C(C(=O)OCC)C1c1ccc(Br)cc1 (stereo unspecified)	i	28%	-10%	-13%	5%	4.6	58	4%	6%	0.5%
O=C(Cc1ccccc1)NN1C(=O)/C(=C/c2ccccc2C(=O)O)SC1=S	i	11%	8%	-6%	7%	-0.2	51	3%	11%	-0.6%
CC1(C)Oc2ccc3ccc(=O)oc3c2/C(=C/NNC(N)=S)C1=O	/	5%	14%	2%	-33%	-1.0	107	-11%	31%	-0.1%
Cc1ccc(Nc2c(-c3ccccc3O)nc3cnccn23)cc1	i	10%	8%	-17%	-4%	3.5	46	-3%	6%	0.1%
COc1ccc(S(=O)(=O)NC2CC(=O)N(c3ccc(C)c(C)c3)C2)cc1 (stereo unspecified)	/	/	0%	/	/	-0.6	59	-5%	5%	/
Fc1cc(Cl)ccc1NC1=NCCCCC1	/	-5%	8%	14%	4%	-0.2	97	-12%	6%	0.0%
COc1cccc(OCCOc2c(OC)cccc2OC)c1	i	2%	-7%	3%	10%	0.0	47	6%	7%	-0.1%
C/C=C/c1ccc(OCC(=O)Nc2cc(Cl)ccc2-n2cncn2)c(OC)c1	/	/	5%	/	/	4.8	70	-2%	9%	/
CSC1=NCCN1C(=O)C12CC3CC(CC(C3)C1)C2	i	-14%	6%	-2%	1%	2.6	59	-2%	-2%	0.1%
CCOC(=O)c1c(N)nn(C(=O)C(C)C)c1-c1ccccc1	i	-10%	3%	11%	-4%	2.6	52	-3%	4%	-0.2%
Cc1ccc(OCCC(=O)Nc2ccc(F)c(F)c2)cc1	i	9%	5%	-13%	-6%	-0.5	90	-5%	4%	0.0%
CCCN(C(=O)CCNC(=O)Cn1cnc2ccccc2c1=O)c1cccc(C)c1	/	11%	2%	11%	9%	-0.1	38	-8%	1%	0.4%
COc1cccc(C(C)NC(=O)Nc2ccccc2Cl)c1 (stereo unspecified)	i	4%	10%	11%	4%	-0.7	85	-4%	4%	-0.1%
O=C(O)c1ccc(CNC(=O)c2ccc3c(c2)C(=O)N(Cc2cccnc2)C3=O)cc1	/	0%	3%	12%	13%	-1.3	75	-5%	5%	-0.1%
Cc1ccc(C(=O)N2Cc3ccccc3CC2C(=O)O)cc1 (stereo unspecified)	i	-2%	-2%	15%	4%	1.2	71	-6%	2%	0.1%
O=C(CCc1ccc(S(=O)(=O)NCc2ccccc2)cc1)NCc1cccnc1	i	7%	6%	-6%	7%	0.1	63	-6%	11%	0.2%
Cc1cc2nc(-c3ccc(SCc4ccccn4)nc3)[nH]c2cc1C	i	-10%	-3%	-10%	12%	14	62	-11%	9%	0.1%
Cc1cc(C(=O)CSc2nn3c(=O)c(C(C)(C)C)nnc3s2)c(C)n1-c1ccc(F)cc1	i	16%	14%	-9%	-1%	5.3	37	-7%	33%	-0.1%
CCC(C)(c1nnnn1-c1c(C)cccc1C)N(N=O)c1ccccc1Cl (stereo unspecified)	i	16%	4%	16%	-18%	/	/	-2%	1%	0.2%
CN1C(=O)C2(OCC(CO)([N+](=O)[O-])CO2)c2ccccc21 (stereo unspecified)	/	6%	3%	11%	-7%	2.6	57	-4%	18%	-0.1%
CCCn1c(=N)n(CC(=O)c2ccc([N+](=O)[O-])cc2)c2ccccc21	i	6%	12%	0%	17%	6.3	78	-8%	-2%	0.0%
O=C(OCc1nnc(-c2ccccc2)o1)c1cn(-c2ccccc2)nc1-c1ccccc1	i	10%	5%	-2%	11%	0.8	68	1%	9%	0.7%
O=C(NCC(=O)N1CCN(c2ccccc2F)CC1)c1ccco1	/	9%	5%	8%	5%	1.2	36	-1%	/	-0.1%
CCOc1ccc(S(=O)(=O)N2CCOCC2)cc1NC(=O)c1ccccc1F	/	6%	6%	4%	10%	0.2	50	-6%	0%	-0.2%
C[N+]1(CC(=O)OCCCc2ccccc2)CCOCC1	i	17%	5%	16%	-11%	0.9	37	-8%	14%	0.0%
CCN(CC)c1ccc(/C=N/NS(=O)(=O)c2ccc(CNC(C)=O)cc2)cc1	i	5%	20%	0%	12%	0.4	79	19%	31%	0.2%
O=C1CC(N2CCOCC2)C(=O)N1CCN1C(=O)CC(N2CCOCC2)C1=O (stereo unspecified)	i	-8%	-6%	1%	17%	-2.5	85	0%	18%	-0.3%
C#CC1(O)CC(C)NCC1(C)CCC#N (stereo unspecified)	i	17%	4%	2%	2%	1.8	51	-3%	16%	0.2%
CC(=O)NCCCC(=O)NNC1CC(=O)N(c2cccc(Cl)c2)C1=O (stereo unspecified)	i	-3%	/	-7%	-7%	-1.2	60	/	16%	0.2%
COC(=O)c1cc(OC)c(OC)cc1NC(=O)CCc1ccc(C)o1	i	10%	3%	-5%	-17%	-0.1	58	-10%	12%	-0.1%
CCn1c(SCC(=O)Nc2ccc(N3CCOCC3)cc2)nnc1-c1ccc(OC)cc1	i	5%	5%	8%	19%	-1.6	66	5%	15%	0.3%
Cc1ccc2c(CC(=O)N(C)c3c(N)n(Cc4ccccc4)c(=O)[nH]c3=O)coc2c1	/	/	3%	/	/	1.6	59	4%	2%	/
CCOc1cc(NC(=O)c2cccs2)c(OCC)cc1NC(=O)c1ccco1	i	23%	16%	2%	15%	1.0	44	9%	10%	-0.1%
Cc1ccc(OCC(=O)NCCO)c(Br)c1	i	-6%	-5%	-3%	0%	-0.5	53	-6%	15%	-0.1%
O=c1[nH]c2ccc(S(=O)(=O)N3CCCC3)cc2[nH]1	/	-5%	2%	1%	3%	-1.4	41	-3%	8%	-0.1%
CC(C)(C)NC(=O)CCc1ncc(C(F)(F)F)cc1Cl	/	-9%	3%	3%	1%	-0.3	33	-3%	-1%	-0.5%
CCN(C1CCS(=O)(=O)C1)S(=O)(=O)c1cc(C)ccc1C (stereo unspecified)	/	/	-3%	/	/	0.4	60	-8%	11%	/
C=CCNc1nc(-c2ccc(OC)cc2OC)cs1	i	10%	11%	2%	-22%	-1.0	70	-18%	26%	-0.2%

Fetched by structure from the entries so far, 5 records:
SMILES	Yfh1-off respiration	GPR55 LPI antagonism	Rac1 GTP hydrolysis	GPR35 arrestin U2OS	AID2073	NTR1 agonist	NTR1 agonist cell count 20 µM	NS5 inhibitors	SV40 large T antigen	GPR55 activation
CC(C)(C)NC(=O)CCc1ncc(C(F)(F)F)cc1Cl	/	-9%	3%	3%	1%	-0.3	33	-3%	-1%	-0.5%
Cc1ccc(OCC(=O)NCCO)c(Br)c1	i	-6%	-5%	-3%	0%	-0.5	53	-6%	15%	-0.1%
Cc1ccc2c(CC(=O)N(C)c3c(N)n(Cc4ccccc4)c(=O)[nH]c3=O)coc2c1	/	/	3%	/	/	1.6	59	4%	2%	/
COC(=O)c1cc(OC)c(OC)cc1NC(=O)CCc1ccc(C)o1	i	10%	3%	-5%	-17%	-0.1	58	-10%	12%	-0.1%
CC(=O)NCCCC(=O)NNC1CC(=O)N(c2cccc(Cl)c2)C1=O (stereo unspecified)	i	-3%	/	-7%	-7%	-1.2	60	/	16%	0.2%

New compounds follow
SMILES	Yfh1-off respiration	GPR55 LPI antagonism	Rac1 GTP hydrolysis	GPR35 arrestin U2OS	AID2073	NTR1 agonist	NTR1 agonist cell count 20 µM	NS5 inhibitors	SV40 large T antigen	GPR55 activation
CCC(C)NC(=O)c1cn(CC)c2ccc(S(=O)(=O)N3CCCCCC3)cc2c1=O (stereo unspecified)	/	6%	-4%	2%	-13%	3.2	63	-7%	-4%	-0.2%
CCc1ccc(Nc2ncc3c(n2)CC(C)(C)CC3=O)cc1	i	1%	15%	-1%	12%	0.6	47	11%	3%	0.4%
COc1ccc(OC)c(CCNC(=O)CCn2ccc3cc(S(=O)(=O)N4CCCC4)ccc32)c1	/	-17%	-1%	9%	11%	1.0	45	-9%	1%	-0.2%
Cc1ccn2c(c1)nc(=S)n2C(=O)c1ccccc1	i	15%	2%	2%	-21%	3.1	69	-3%	5%	-0.2%
O=S(=O)(Nc1ccc(-n2cccc2)cc1)c1ccc(Cl)cc1Cl	i	11%	7%	-2%	13%	12	102	-11%	-2%	0.2%
COc1cc(SC)ccc1C(=O)Nc1cccc(S(=O)(=O)NC2=NCCCCC2)c1	/	/	6%	/	/	1.4	56	-1%	16%	/
CC1CN(Cc2ccccc2)c2ccccc2NC1=S (stereo unspecified)	i	1%	12%	-4%	2%	3.6	54	-5%	6%	0.5%
CSc1nc(N)n2nc(C(C)(C)C)cc2n1	i	-2%	7%	10%	16%	2.5	54	5%	7%	0.2%
Cc1ccc(C(=O)Cn2nnc3ccccc32)cc1[N+](=O)[O-]	i	-2%	11%	-18%	8%	0.1	46	-2%	5%	0.0%
COc1ccc(CCn2c(SCC(=O)Nc3cc(C)on3)nc3ccsc3c2=O)cc1OC	/	9%	10%	7%	16%	1.0	78	-1%	2%	-0.3%
CCN(CC)S(=O)(=O)c1ccc(N2CCN(C)CC2)c(NC(=O)COc2ccc(F)cc2Cl)c1	/	/	4%	/	/	-0.3	48	5%	10%	/
O=C(Cc1ccc(Cl)cc1)NNC(=S)NC(=O)c1cccs1	i	8%	4%	1%	-31%	3.1	52	-13%	15%	0.7%
COc1cc(CCC(=O)Nc2ncc(C)s2)cc(OC)c1OC	/	7%	6%	-2%	10%	-0.8	65	-3%	-3%	-0.2%
Cc1ccc2c(c1)cc(CN(Cc1ccc3c(c1)OCO3)C(=O)c1ccccc1)c1nnnn12	i	7%	0%	8%	8%	-1.5	90	-6%	32%	-0.2%
N#Cc1c(NC(=O)CSc2nnnn2C2CCCC2)sc2c1CCCC2	i	-11%	6%	9%	0%	21	31	1%	9%	-0.1%
Cc1cc(C)n(C2CCCCC2OC(=O)CCc2ccccc2)n1 (stereo unspecified)	i	3%	5%	-10%	6%	-0.3	45	2%	11%	-0.1%
CC(C)n1nnnc1SCC(=O)NCCc1ccccc1	i	6%	-5%	9%	-2%	0.1	69	-2%	11%	-0.2%
CC(C)N(CC(=O)Nc1ccc(Cl)cc1C(F)(F)F)C(=O)CCl	i	12%	-2%	-2%	-5%	1.9	56	1%	5%	0.1%
O=C(CCC(=O)c1ccc(Oc2ccccc2)cc1)Nc1cccc(Cl)c1	i	-4%	9%	3%	7%	2.6	51	-2%	12%	-0.1%
